# Source: PubChem
# aSyn rescue = inhibitors of alpha-synuclein toxicity in yeast. Yeast expressing alpha-synuclein, growth rescue, BacTiter-Glo, 24 h. Potency, µM (series often up to 46.1 µM), for inactives: at the highest dose growth rescue (activation), actives largely listed as activators. 370,000 compounds, 0.14% hits; further: potency means the concentration at half of the fitted maximal effect; % of control where 0% means no effect; nearly all actives have a fitted effect of over 65% in size
#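 Screening used galactose-induced yeast with toxic alpha-synuclein levels, exposed to compound for 24 hr at 30 deg C. Cell growth, read with BacTiter-Glo luminescence, gave the measured signal.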
# TDP43 rescue = TDP-43 toxicity inhibition in yeast | TDP-43 expressing yeast growth rescue, BacTiter-Glo, 24 h | Potency, µM (doses to about 46.1 µM), inactives show at the top dose growth rescue (activation), hits mostly activators | 410,000 compounds, 1.8% hits | AID 652104; further: potency means the concentration at half of the fitted maximal effect; % of control where 0% means no effect; nearly all actives have a fitted effect of over 50% in size
#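 Cell-based yeast growth screen: TDP-43 expression induced in galactose, inoculum OD600=0.02 after raffinose pregrowth to mid-log. Read-out BacTiter-Glo luminescence at 24 hr, 30 deg C; inhibition of toxicity seen as signal increase.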
# MmCpn inh = inhibitors of Methanococcus maripaludis chaperonin (MmCpn); purified Mm-Cpn ATPase, ADP Transcreener TR-FRET; Potency, µM (top dose mostly 76.9 µM), for the others: at the highest dose activity, negative = inhibition, actives largely listed as inhibitors; 330,000 compounds, 0.031% hits; further: potency means the concentration at half of the fitted maximal effect; on the % scale 0 is the no-effect control and ±100 the full control effect; nearly all actives have a fitted effect of over 80% in size
#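 Purified archaeal chaperonin (25 nM final) was preincubated with compound for 10 min at 37°C, then ATP (10 uM final) was added for 30 min at 37°C in Tris pH 7.4/KCl/MgCl2/DTT buffer. ADP was quantified by HTRF Transcreener TR-FRET.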
# GLP-1R inv ag = acts as inverse agonist at human GLP-1 receptor; HEK293 GLP-1R CRE-luciferase, luminescence, 24 h; GLP-1R form is constitutively active; P43220; AID 624417; 410,000 compounds, 1.6% hits; Potency, µM (top dose mostly 38.3 µM), without a hit: top-dose activity change, negative = inhibition, actives largely listed as inhibitors; further: potency means the concentration at half of the fitted maximal effect; on the % scale 0 is the no-effect control and ±100 the full control effect; nearly all actives have a fitted effect of over 55% in size
# Target sequence (P43220 whole entry, looked up): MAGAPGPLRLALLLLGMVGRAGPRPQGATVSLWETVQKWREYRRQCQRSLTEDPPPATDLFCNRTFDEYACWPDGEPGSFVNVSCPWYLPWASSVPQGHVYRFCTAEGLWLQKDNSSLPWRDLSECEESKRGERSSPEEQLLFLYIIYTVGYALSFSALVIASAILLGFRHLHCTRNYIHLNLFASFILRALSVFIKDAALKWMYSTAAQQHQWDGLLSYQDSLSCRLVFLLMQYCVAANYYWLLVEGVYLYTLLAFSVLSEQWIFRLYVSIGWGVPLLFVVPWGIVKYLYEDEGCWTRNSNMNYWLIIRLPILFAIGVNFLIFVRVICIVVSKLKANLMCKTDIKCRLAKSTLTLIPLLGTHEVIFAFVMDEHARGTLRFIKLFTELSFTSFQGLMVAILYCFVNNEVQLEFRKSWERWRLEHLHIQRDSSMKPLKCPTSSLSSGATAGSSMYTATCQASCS
#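 Constitutively active GLP-1R drives a cAMP-responsive luciferase in stably transfected HEK293 cells; test compounds are added after overnight (12 h) attachment and left 24 hr, and signal loss in luminescence marks inhibition.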
# Abeta rescue = A-beta toxicity reversal in yeast; 410,000 compounds, 0.063% hits; yeast expressing A-beta42, growth rescue, OD600, 48 h; response scale: 0% DMSO, 100% iron-clioquinol control; Potency, µM (highest dose often 46.1 µM), inactives show at the highest dose growth rescue, most hits filed as activators; further: potency means the concentration at half of the fitted maximal effect; nearly all actives have a fitted effect of over 55% in size
#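 Yeast growth medium received pinned compounds, then yeast cells expressing toxic A-beta were added; plates incubated at 30 C for 48 hr. Growth read as absorbance at 600 nm, normalized to DMSO and equimolar FeCl3 plus clioquinol controls.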
# FUS suppressor = suppressors of FUS proteinopathy in yeast | 390,000 compounds, 0.24% hits | S. cerevisiae FUS-expressing, growth rescue, OD600, 24 h | Potency, µM (series often up to 76.6 µM), without a hit: at the top dose growth rescue (activation), hits mostly activators;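 further: potency means the concentration at half of the fitted maximal effect; plate controls were DMSO vehicle for no effect and reference control for full effect; nearly all actives have a fitted effect of over 55% in size; some results filed as inactive show a strong effect at the top dose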
#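 Steps: raffinose overnight preculture; dilution to OD 0.005 in 2% galactose minimal medium; compound addition (concentration series); 24hr at 30C, 99% humidity; absorbance read at 600 nm.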
# HEK293 tox = cytotoxicity in counter-screen for GLP-1R inverse agonists; AID 624418; 410,000 compounds, 0.13% hits; HEK293 cAMP-luciferase reporter cells, luminescence, 24 h; Potency, µM (doses to about 38.3 µM), for the others: top-dose activity change, negative = inhibition, actives largely listed as inhibitors;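 further: loss of luciferase light is scored as toxicity; potency means the concentration at half of the fitted maximal effect; on the % scale 0 is the no-effect control and ±100 the full control effect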
#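 Here, cytotoxicity is scored as loss of luminescence. The MLSMR collection was tested on cells seeded in medium containing 10% Nu serum, with a 24 hr compound exposure preceded by 12 hours of culture.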
# PTHR1 agonist = activates the human parathyroid hormone receptor PTHR1; Q03431; HEK293 GP2 PTHR1 cells, GloSensor cAMP luminescence, 1 h; Potency, µM (top dose mostly 115 µM), for inactives: top-dose activation, usual class: activators; 410,000 compounds, 0.075% hits; AID 743266; further: potency means the concentration at half of the fitted maximal effect; nearly all actives have a fitted effect of over 55% in size; some results filed as inactive show a strong effect at the top dose; inactives centre near -15; many of its hits are not listed in these tables
#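 HEK-293-derived GP2 cells expressing PTHR1 and a GloSensor cAMP reporter, 3,000/well, plated overnight, given luciferin plus IBMX (each 0.5 mM as added) for 1 h at 37 °C, then compound for 1 h at 37 °C. Luminescence was read after 15 min at room temperature.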
# Akt phos inh = Akt phosphorylation inhibition; Neuro2A IGF-stimulated pAkt S473 HTRF, 20 min; stronger effect = lower value; activity change, % for hits at 50 µM; 360,000 compounds, 0.32% hits; in the data active means activity change below about -80%; inconclusive means mostly about -51% to -80%; further: on the % scale 0 is the no-effect control and ±100 the full control effect
#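 Neuro2A cells in DMEM with 0.5% FBS, overnight at 37 deg C, given compound at single 50 µM final, then IGF (6 nM final) for 20 min at 37 deg C. Lysed; phospho-Akt Ser473 by HTRF after 24 h, 665/615 ratio.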
# Starred values were filed as active, the others as inactive; i = inactive; ? = inconclusive; nt = not tested or not shown; & = joins results of further samples; [ ] = dose if it differs, or a comment. Unless noted, the call rests on the fitted dose curve; in most records, active means well fitted curve in the direction sought with a large enough effect; inconclusive means small, poorly fitted or top-dose-only effect, or another doubt; inactive means no such curve, though single readings can be large; an effect the other way counts as inactive or inconclusive. Some of the compounds tested; count on the stated rates, not on these rows.
# A first look, 8 compounds:
# Results follow in this order: Abeta rescue | TDP43 rescue | GLP-1R inv ag | MmCpn inh | HEK293 tox | Akt phos inh | aSyn rescue | PTHR1 agonist | FUS suppressor
COc1ccc(CNC(=O)C2CCC(=O)N(CCCN3CCCC3=O)C2)cc1 (stereo not given)
 : -5.4% | -15.4% | 14.5% | -9.6% | 5.3% | i | 4.0% | -21.0% | nt
Cc1ccc(NC(=O)c2ccc3nsnc3c2)c(Cl)c1
 : -1.6% | 28.1% | 1.2% | 0.9% | -24.0% | i | 6.4% | i | -7.7%
N#Cc1c(Cn2cncn2)nc(=O)n(-c2ccc(Cl)cc2)c1N
 : 7.6% | -16.8% | 2.8% | -1.2% | -1.3% | i | -1.6% | i | 11.9%
CC(=O)N1c2ccccc2-c2nc3ccccc3n2C1C (stereo not given)
 : -23.8% | 13.6% | 4.6% | -1.5% | -2.9% | i | -1.3% | -4.9% | -4.1%
O=C(c1ccc(-c2ccccc2Cl)o1)N1CCN(S(=O)(=O)c2cccs2)CC1
 : -9.6% | -11.6% | 8.9% | -1.7% | -1.4% | i | -1.3% | -9.2% | 6.9%
CCCCNc1nc2ccccc2nc1NS(=O)(=O)c1ccc(F)cc1
 : -1.3% | 4.3% | ? | -1.0% | 4.8% | i | 1.7% | -18.1% | -1.6%
Nc1nc(SCC(=O)NCc2ccccc2)[nH]c(=O)c1NC(=O)c1ccccc1F
 : 4.4% | -11.1% | 12.0% | -9.8% | 12.1% | i | -1.5% | -24.0% | 43.5%
COc1ccc(CC(=O)OCC(=O)c2ccc(OC)c(OC)c2)cc1
 : -11.5% | -8.3% | 23.9% | 3.8% | 2.4% | i | 0.8% | i | nt

# All compounds of this part, previewed entries included:
# Results follow in this order: Abeta rescue | TDP43 rescue | GLP-1R inv ag | MmCpn inh | HEK293 tox | Akt phos inh | aSyn rescue | PTHR1 agonist | FUS suppressor
COc1ccc(CNC(=O)C2CCC(=O)N(CCCN3CCCC3=O)C2)cc1 (stereo not given)
 : -5.4% | -15.4% | 14.5% | -9.6% | 5.3% | i | 4.0% | -21.0% | nt
Cc1ccc(NC(=O)c2ccc3nsnc3c2)c(Cl)c1
 : -1.6% | 28.1% | 1.2% | 0.9% | -24.0% | i | 6.4% | i | -7.7%
N#Cc1c(Cn2cncn2)nc(=O)n(-c2ccc(Cl)cc2)c1N
 : 7.6% | -16.8% | 2.8% | -1.2% | -1.3% | i | -1.6% | i | 11.9%
CC(=O)N1c2ccccc2-c2nc3ccccc3n2C1C (stereo not given)
 : -23.8% | 13.6% | 4.6% | -1.5% | -2.9% | i | -1.3% | -4.9% | -4.1%
O=C(c1ccc(-c2ccccc2Cl)o1)N1CCN(S(=O)(=O)c2cccs2)CC1
 : -9.6% | -11.6% | 8.9% | -1.7% | -1.4% | i | -1.3% | -9.2% | 6.9%
CCCCNc1nc2ccccc2nc1NS(=O)(=O)c1ccc(F)cc1
 : -1.3% | 4.3% | ? | -1.0% | 4.8% | i | 1.7% | -18.1% | -1.6%
Nc1nc(SCC(=O)NCc2ccccc2)[nH]c(=O)c1NC(=O)c1ccccc1F
 : 4.4% | -11.1% | 12.0% | -9.8% | 12.1% | i | -1.5% | -24.0% | 43.5%
COc1ccc(CC(=O)OCC(=O)c2ccc(OC)c(OC)c2)cc1
 : -11.5% | -8.3% | 23.9% | 3.8% | 2.4% | i | 0.8% | i | nt
CN(C)c1nc(C(=O)Nc2ccccc2)nc(N(C)C)n1
 : -17.0% | 6.8% | -20.7% | 0.7% | -0.6% | i | 0.2% | i | -5.5%
CCn1cc(C(=O)N2CCN(c3ccccc3OC)CC2)c2cc(OC)c(OC)cc2c1=O
 : 14.0%&-0.9% | 20.8%&7.6% | 52.4%&5.7%[activator] | 1.3% | -4.5%&-19.3% | i | 1.1% | -21.4%&-20.5% | 8.0%&19.9%
CCCCC1(CC)SCC(=O)NC1=O (stereo not given)
 : -13.8% | 0.0% | -17.4% | nt | -3.1% | i | 6.1% | i | nt
CCOC(=O)c1sc2ccccc2c1S(=O)(=O)Nc1ccc(N(C)C)cc1
 : -32.2% | 18.1% | ? | nt | 3.5% | nt | nt | -2.6% | ?
COc1ccccc1CNC(=O)CCC1N=C2c3ccccc3N=C(SCc3cccc(Cl)c3)N2C1=O (stereo not given)
 : -3.7% | 18.2% | 2.7% | nt | 1.8% | nt | nt | -13.0% | 6.6%
CCCCCOC(=O)C1=C(C)N(C)C(=O)NC1c1cc(Br)c(O)c(OC)c1 (stereo not given)
 : 12.5% | 22.1% | 14.9% | 0.3% | 8.6% | i | 8.8% | -0.8% | 8.0%
c1ccc2c(c1)nc(N1CCOCC1)c1c3ccccc3[nH]c21
 : 1.0% | -16.9% | 0.0% | -5.9% | 4.9% | i | 0.3% | i | 2.6%
COc1ccc(OC)c(NC(=O)C2(C)CCN2C(C)C)c1 (stereo not given)
 : -7.3% | -8.0% | ? | nt | -7.1% | i | 3.3% | 3.8% | -26.3%
COc1cc(OC)c2c(-c3cccc(-c4ccc(F)c(Cl)c4)c3)cc(=O)oc2c1
 : 7.0% | 16.0% | ? | -1.8% | -19.7% | i | 1.3% | i | ?
Cc1ccc(CC(CC(=O)O)C(=O)NC2CCCCC2)cc1 (stereo not given)
 : -11.2% | -8.7% | 0.0% | -0.9% | -9.4% | nt | nt | -11.2% | 14.0%
O=C1CC2(CCN(C(=O)c3cccc(F)c3)CC2)Oc2ccccc21
 : 14.1% | 21.3% | -16.7% | 0.1% | 4.3% | i | 0.9% | i | -7.4%
CCCn1c(SCC(=O)NC2CCCC(C)C2C)n[nH]c1=O (stereo not given)
 : -2.8% | 8.1% | 14.0% | 2.1% | -5.5% | i | -0.5% | i | -0.4%
O=C(Nc1ccc(F)c(Cl)c1)C1Cc2c(-c3ccc(Cl)cc3)ccnc2O1 (stereo not given)
 : 4.6% | 35.5µM* | -57.6% | nt | -21.9% | i | ? | i | ?
Cc1ccc(S(=O)(=O)N(CCCN(C)C)Cc2ccc3c(c2)OCO3)cc1
 : -3.8% | 13.0% | ? | 1.6% | 14.2% | i | ? | 14.7% | -21.2%
Cc1ccc2nc(-c3ccc(NC(=O)C(C)Sc4nncs4)cc3)sc2c1 (stereo not given)
 : -12.8% | 15.6% | ? | nt | ? | i | -10.5% | -6.0% | -8.5%
S=C(Nc1ccc(Cl)c(Cl)c1)N1CCCC1
 : -5.2% | 3.16µM* | ? | -0.8% | -2.4% | i | -6.4% | i | 29.2%
Cc1ccc(C2(C)NC(=O)N(CC(=O)NNC(=O)c3ccccc3)C2=O)cc1 (stereo not given)
 : -13.9% | -0.4% | -16.0% | 0.1% | -1.0% | i | -2.1% | i | -16.4%

# Quoted at random: two compounds from above
# Results follow in this order: Abeta rescue | TDP43 rescue | GLP-1R inv ag | MmCpn inh | HEK293 tox | Akt phos inh | aSyn rescue | PTHR1 agonist | FUS suppressor
O=C(Nc1ccc(F)c(Cl)c1)C1Cc2c(-c3ccc(Cl)cc3)ccnc2O1 (stereo not given)
 : 4.6% | 35.5µM* | -57.6% | nt | -21.9% | i | ? | i | ?
CCCn1c(SCC(=O)NC2CCCC(C)C2C)n[nH]c1=O (stereo not given)
 : -2.8% | 8.1% | 14.0% | 2.1% | -5.5% | i | -0.5% | i | -0.4%
